High-throughput results: PubChem, several laboratories
RTF Ca sens inh – cardiac RTF calcium desensitization; P19429+P45379; IANBD-labeled cardiac RTF, Ca2+ fluorescence; inhibition, % at 7.15 µM; 340,000 tested, 0.12% active; AID 493244;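 active = inhibition above the mean inhibition of all tested compounds plus 3 SD, cut at about 17% in these data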;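 note: assay run at fixed EC70 calcium of 1.6 mM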
OPRM1-OPRD1 inv – inverse agonist of human OPRM1-OPRD1 heterodimerization; P35372+P41143; cell-based MOR-DOR heterodimer luminescence, inverse agonism; inhibition, % at 9.3 µM; 340,000 tested, 0.21% active; in the data active = inhibition above about 22%, passing the limit was not always enough;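 note: 0% = cells with DMSO and 100% = wells without cells with DMSO; values of inactives mirror those of a sister screen read the other way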
HTR5A ag – HTR5A agonism, opioid heterodimer counter-screen; P47898; HTR5A agonist assay, luminescence, cell-based; activation, % at 9.3 µM; 340,000 tested, 0.61% active; in the data active = activation mostly above about 9.5%, no sharp cut-off; inactive = mostly below about 7.6%;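 note: 0% = cells with vehicle only and 100% = reference agonist; strong numbers were not always called active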
Target sequence (P47898 whole entry, looked up): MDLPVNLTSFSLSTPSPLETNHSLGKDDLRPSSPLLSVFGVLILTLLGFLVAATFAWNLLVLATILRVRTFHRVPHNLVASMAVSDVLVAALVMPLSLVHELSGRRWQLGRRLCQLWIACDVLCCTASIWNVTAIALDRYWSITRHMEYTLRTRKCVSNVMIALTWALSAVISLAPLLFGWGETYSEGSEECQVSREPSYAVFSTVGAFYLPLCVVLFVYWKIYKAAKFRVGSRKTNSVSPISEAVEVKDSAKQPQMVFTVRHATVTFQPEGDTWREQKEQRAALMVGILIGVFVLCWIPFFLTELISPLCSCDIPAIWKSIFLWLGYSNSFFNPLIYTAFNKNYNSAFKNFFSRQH
CAL-PDZ inh HTS – inhibitors of human CAL PDZ peptide binding; inhibition, % at 24.9 µM; 300,000 tested, 0.92% active; purified CAL PDZ, TMR-peptide fluorescence polarization, 1 h;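 active = mean inhibition of at least 30% with at least half of replicates also reaching 30%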;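 note: 0% = DMSO neutral control and 100% = excess unlabeled competitor peptide PRC23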
Keap1-Nrf2 PPI – inhibitors of human Keap1-Nrf2 protein-protein interaction. Keap1 Kelch-Nrf2 peptide fluorescence polarization, 1536-well. 340,000 tested, 0.15% active. inhibition, % at 9.4 µM; in the data active = inhibition above about 12%;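 note: human Keap1 Kelch domain with fluorescein labeled Nrf2 9mer peptide probe; 0% = neutral control wells and 100% = peptide positive control; higher means more block of Keap1 binding to Nrf2 peptide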
Target sequence (Q14145 whole entry, looked up, the tested form may be a part): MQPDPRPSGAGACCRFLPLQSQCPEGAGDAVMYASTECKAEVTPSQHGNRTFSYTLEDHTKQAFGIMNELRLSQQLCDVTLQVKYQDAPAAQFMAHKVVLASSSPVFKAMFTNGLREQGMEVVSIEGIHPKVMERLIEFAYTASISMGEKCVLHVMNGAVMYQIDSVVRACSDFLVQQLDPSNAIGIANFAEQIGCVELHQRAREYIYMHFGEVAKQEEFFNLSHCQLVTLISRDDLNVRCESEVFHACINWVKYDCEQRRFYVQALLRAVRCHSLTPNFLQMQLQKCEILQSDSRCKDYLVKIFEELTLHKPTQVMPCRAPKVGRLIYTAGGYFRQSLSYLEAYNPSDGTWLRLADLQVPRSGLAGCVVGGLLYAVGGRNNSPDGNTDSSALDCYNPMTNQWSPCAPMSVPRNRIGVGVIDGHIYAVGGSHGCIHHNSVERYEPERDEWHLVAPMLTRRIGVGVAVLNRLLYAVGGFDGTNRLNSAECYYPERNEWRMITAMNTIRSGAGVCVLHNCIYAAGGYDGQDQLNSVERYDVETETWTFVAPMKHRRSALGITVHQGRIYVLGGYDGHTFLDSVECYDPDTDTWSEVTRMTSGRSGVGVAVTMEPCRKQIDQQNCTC
C-LANA FP – inhibitors of KSHV LANA C-terminal domain DNA binding | 340,000 tested, 0.078% active | MBP-C-LANA/FAM-LBS DNA binding, fluorescence polarization | inhibition, % at 9 µM;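 active = highest replicate inhibition at or above 60% at 9 µM, even if other replicates fall short; inactive = all replicates below 60% inhibition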;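 note: 0% = neutral control wells and 100% = 4 µM acridine orange control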
HTR5A inv ag – HTR5A inverse agonism, opioid heterodimer counter-screen. P47898. HTR5A cell line, luminescence. inhibition, % at 9.3 µM. 340,000 tested, 0.083% active. AID 504634; in the data active = inhibition mostly above about 23%, no sharp cut-off; inactive = mostly below about 18%;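 note: 0% = cells with DMSO and 100% = no-cell wells with DMSO; some compounds called inactive have numbers as strong as hits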
V-ATPase pHluor – regulators of yeast V-ATPase proton transport; S. cerevisiae, pHLuorin cytosolic pH fluorescence; response, % at 10 µM; 350,000 tested, 0.37% active; in the data active = response mostly above about 7.3%, no sharp cut-off; inactive = mostly below about 5.4%; note: actives read high; inactives centre near 0; some compounds called inactive have numbers as strong as hits; reference of the scale not given here
OPRM1-OPRD1 ag – OPRM1-OPRD1 heterodimerization agonism; P35372+P41143; cells, luminescence; activation, % at 9.3 µM; 340,000 tested, 0.3% active; AID 504326; in the data active = activation above about 18%;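 note: 0% = vehicle-treated cells and 100% = reference agonist; values of inactives mirror those of a sister screen read the other way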
RTF Ca sens act – cardiac RTF calcium sensitization. P19429+P45379. IANBD-labeled TnC RTF fluorescence at EC20 calcium; 0% EC20 calcium, 100% full calcium. activation, % at 7.2 µM. 340,000 tested, 0.24% active. AID 493008;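 active = activation above the mean over all tested compounds plus 3 SD, cut at about 30% in these data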;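 note: rise in fluorescence read as greater calcium sensitivity of cardiac thin filaments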
Numbers without * were called inactive.

What do the screens show for `COc1cccc(-c2nc(CS(=O)(=O)CC(=O)NCc3ccccc3)c(C)o2)c1`?
RTF Ca sens inh: -6; OPRM1-OPRD1 inv: 4; HTR5A ag: 2; CAL-PDZ inh HTS: -2; Keap1-Nrf2 PPI: -7; C-LANA FP: 1.2; HTR5A inv ag: -53; V-ATPase pHluor: 0; OPRM1-OPRD1 ag: -0.7; RTF Ca sens act: 0

What do the screens show for `Nc1ccc(C(=O)Nc2ccc(NC(=O)c3ccco3)c(O)c2)cc1`?
RTF Ca sens inh: -6; OPRM1-OPRD1 inv: 1; HTR5A ag: 1; CAL-PDZ inh HTS: -4; Keap1-Nrf2 PPI: -5; C-LANA FP: -1.1; HTR5A inv ag: -4; V-ATPase pHluor: 2; OPRM1-OPRD1 ag: -0.2; RTF Ca sens act: -5

Results for COC(=O)c1ccc(CNC(=O)Cn2cnc3c(SC)nc(N)nc32)cc1 ?
RTF Ca sens inh: 0; CAL-PDZ inh HTS: -1; Keap1-Nrf2 PPI: -7; C-LANA FP: 1.5; V-ATPase pHluor: -1; RTF Ca sens act: 1

How did Cc1ccc(-c2noc(CCC(=O)NCCCN3CCN(c4ccc(F)cc4)CC3)n2)cc1 do in these assays?
RTF Ca sens inh: -1; OPRM1-OPRD1 inv: -10; HTR5A ag: -2; CAL-PDZ inh HTS: -2; Keap1-Nrf2 PPI: -4; C-LANA FP: -1.4; HTR5A inv ag: 6; V-ATPase pHluor: 6; OPRM1-OPRD1 ag: 2.5; RTF Ca sens act: -3

How did COc1ccc(C)cc1S(=O)(=O)N1CCCCCC1 do in these assays?
RTF Ca sens inh: -6; OPRM1-OPRD1 inv: 15; HTR5A ag: 0; Keap1-Nrf2 PPI: 0; C-LANA FP: 0.8; HTR5A inv ag: 5; V-ATPase pHluor: -2; OPRM1-OPRD1 ag: -3.0; RTF Ca sens act: -3

How did CC(=O)Nc1ccc(NC(=O)CSc2nnc(-c3cccs3)n2N)cc1 do in these assays?
RTF Ca sens inh: 3; OPRM1-OPRD1 inv: -7; HTR5A ag: 1; CAL-PDZ inh HTS: -2; Keap1-Nrf2 PPI: -3; C-LANA FP: -0.9; HTR5A inv ag: -11; V-ATPase pHluor: 3; OPRM1-OPRD1 ag: 1.0; RTF Ca sens act: -6

Results for CC(NC(=O)C1=CC=CN2CCS(=O)(=O)N=C12)c1ccc(Cl)cc1Cl (stereo unspecified) ?
RTF Ca sens inh: -10; OPRM1-OPRD1 inv: 20; HTR5A ag: -7; Keap1-Nrf2 PPI: 1; C-LANA FP: -0.9; HTR5A inv ag: 8; V-ATPase pHluor: 0; OPRM1-OPRD1 ag: -5.1; RTF Ca sens act: -6

What do the screens show for `CCN(CC)c1ccc(/C=N/NC(=O)c2ccco2)c(O)c1`?
RTF Ca sens inh: -12; OPRM1-OPRD1 inv: 4; HTR5A ag: -1; CAL-PDZ inh HTS: -2; Keap1-Nrf2 PPI: -5; C-LANA FP: -7.0; HTR5A inv ag: 2; V-ATPase pHluor: 6; OPRM1-OPRD1 ag: -0.7; RTF Ca sens act: -1

Results for C[C@H](NC(=O)c1nc[nH]c1C(=O)N[C@@H](CCCCNC(=O)OC(C)(C)C)C(=O)OC(C)(C)C)C(=O)OC(C)(C)C ?
RTF Ca sens inh: 11; OPRM1-OPRD1 inv: -33; HTR5A ag: 10; CAL-PDZ inh HTS: -3; Keap1-Nrf2 PPI: -4; C-LANA FP: -0.3; HTR5A inv ag: -29; V-ATPase pHluor: -6; OPRM1-OPRD1 ag: 5.8; RTF Ca sens act: 2

How did CCCOc1ccccc1C(=O)NC(CO)C(=O)O (stereo unspecified) do in these assays?
RTF Ca sens inh: -3; OPRM1-OPRD1 inv: 12; HTR5A ag: -3; CAL-PDZ inh HTS: -2; Keap1-Nrf2 PPI: -1; C-LANA FP: -0.3; HTR5A inv ag: 3; V-ATPase pHluor: -5; OPRM1-OPRD1 ag: -2.2; RTF Ca sens act: 1

Results for CC(=O)N(CN1C(=O)c2ccc([N+](=O)[O-])cc2C1=O)c1ccc(F)cc1 ?
RTF Ca sens inh: 2; OPRM1-OPRD1 inv: -3; HTR5A ag: 1; CAL-PDZ inh HTS: -3; Keap1-Nrf2 PPI: 2; C-LANA FP: -0.4; HTR5A inv ag: -4; V-ATPase pHluor: -3; OPRM1-OPRD1 ag: 0.5; RTF Ca sens act: -4

Results for COc1cccc(N=C2SC(C(=O)Nc3ccccc3F)CC(=O)N2C)c1 (stereo unspecified) ?
RTF Ca sens inh: -11; OPRM1-OPRD1 inv: 2; HTR5A ag: 3; CAL-PDZ inh HTS: -1; Keap1-Nrf2 PPI: 0; C-LANA FP: -0.4; HTR5A inv ag: 17; V-ATPase pHluor: 0; OPRM1-OPRD1 ag: -0.3; RTF Ca sens act: 0

Results for Cn1cc(C(CC(=O)O)C(=O)O)c2ccccc21 (stereo unspecified) ?
RTF Ca sens inh: -11; OPRM1-OPRD1 inv: 4; HTR5A ag: -1; CAL-PDZ inh HTS: 0; Keap1-Nrf2 PPI: 2; C-LANA FP: -0.1; HTR5A inv ag: 10; V-ATPase pHluor: -3; OPRM1-OPRD1 ag: -0.7; RTF Ca sens act: -1

Results for CC(C)N1CCN(S(=O)(=O)c2ccc3ccccc3c2)CC1 ?
RTF Ca sens inh: 0; OPRM1-OPRD1 inv: 19; HTR5A ag: 3; CAL-PDZ inh HTS: 1; Keap1-Nrf2 PPI: -1; C-LANA FP: 1.5; HTR5A inv ag: -13; V-ATPase pHluor: 5; OPRM1-OPRD1 ag: -4.0; RTF Ca sens act: -2

What do the screens show for `O=C(NCc1ccc2c(c1)OCO2)c1ccc2c(c1)N(Cc1c(F)cccc1Cl)C(=O)CS2`?
RTF Ca sens inh: -5; OPRM1-OPRD1 inv: -4; HTR5A ag: -1; CAL-PDZ inh HTS: 3; Keap1-Nrf2 PPI: -5; C-LANA FP: 0.7; HTR5A inv ag: 19; V-ATPase pHluor: -1; OPRM1-OPRD1 ag: 0.7; RTF Ca sens act: -5

How did O=C(CSc1n[nH]c(-c2cccnc2)n1)Nc1ccc([N+](=O)[O-])cc1Br do in these assays?
RTF Ca sens inh: 6; OPRM1-OPRD1 inv: 4; HTR5A ag: 0; CAL-PDZ inh HTS: -5; Keap1-Nrf2 PPI: 1; C-LANA FP: 0.2; HTR5A inv ag: -1; V-ATPase pHluor: -4; OPRM1-OPRD1 ag: -0.6; RTF Ca sens act: -3

How did COc1cccc2c(SCC(=O)N/N=C/c3ccc(O)cc3O)cc(C)nc12 do in these assays?
RTF Ca sens inh: -8; OPRM1-OPRD1 inv: 11; HTR5A ag: 2; CAL-PDZ inh HTS: 29; Keap1-Nrf2 PPI: -3; C-LANA FP: 1.3; HTR5A inv ag: -7; V-ATPase pHluor: 1; OPRM1-OPRD1 ag: -2.1; RTF Ca sens act: 5

What do the screens show for `CNc1c(N=Cc2cccnc2)c(=O)n(C)c(=O)n1C`?
RTF Ca sens inh: 0; OPRM1-OPRD1 inv: 12; HTR5A ag: 0; CAL-PDZ inh HTS: -6; Keap1-Nrf2 PPI: 2; C-LANA FP: 1.5; HTR5A inv ag: -1; V-ATPase pHluor: -3; OPRM1-OPRD1 ag: -1.9; RTF Ca sens act: -1

What do the screens show for `CCOc1ccc(CNC(=O)CCc2cn(Cc3ccccc3)c3ccccc23)cc1`?
RTF Ca sens inh: -2; OPRM1-OPRD1 inv: -6; HTR5A ag: 3; CAL-PDZ inh HTS: 4; Keap1-Nrf2 PPI: -1; C-LANA FP: 1.7; HTR5A inv ag: -9; V-ATPase pHluor: 1; OPRM1-OPRD1 ag: 1.1; RTF Ca sens act: -2

How did COc1cc(NC(=O)CN(c2ccc(C)cc2)S(=O)(=O)c2c(C)noc2C)cc(OC)c1 do in these assays?
RTF Ca sens inh: -1; OPRM1-OPRD1 inv: -20; HTR5A ag: 2; CAL-PDZ inh HTS: 1; Keap1-Nrf2 PPI: -2; C-LANA FP: 0.9; HTR5A inv ag: 12; V-ATPase pHluor: -2; OPRM1-OPRD1 ag: 4.0; RTF Ca sens act: 4

Results for Cc1ccc(C)c(N2CCN(CC3CC=CCC3)CC2)c1 (stereo unspecified) ?
RTF Ca sens inh: -5; OPRM1-OPRD1 inv: -17; HTR5A ag: 10; CAL-PDZ inh HTS: -1; Keap1-Nrf2 PPI: 2; C-LANA FP: -0.8; HTR5A inv ag: -5; V-ATPase pHluor: -1; OPRM1-OPRD1 ag: 3.6; RTF Ca sens act: 10

How did CCOc1ccc(NC(=O)CN(C)C(=O)c2ccc3c(c2)S(=O)(=O)N=C2CCCCCN23)cc1OCC do in these assays?
RTF Ca sens inh: -7; OPRM1-OPRD1 inv: 1; HTR5A ag: 3; CAL-PDZ inh HTS: -4; Keap1-Nrf2 PPI: 1; C-LANA FP: 8.1; HTR5A inv ag: 5; V-ATPase pHluor: 4; OPRM1-OPRD1 ag: -0.3; RTF Ca sens act: 6

What do the screens show for `CN(c1ccccc1)S(=O)(=O)c1cccc(NC(=O)c2nn(C)c(=O)c3ccccc23)c1`?
RTF Ca sens inh: -12; OPRM1-OPRD1 inv: -4; HTR5A ag: -4; CAL-PDZ inh HTS: -7; Keap1-Nrf2 PPI: -1; C-LANA FP: -1.4; HTR5A inv ag: 9; V-ATPase pHluor: 1; OPRM1-OPRD1 ag: 1.0; RTF Ca sens act: 6

How did Cc1cccc2[nH]c(SCC(=O)O)nc12 do in these assays?
RTF Ca sens inh: -10; OPRM1-OPRD1 inv: 4; HTR5A ag: -2; CAL-PDZ inh HTS: -5; Keap1-Nrf2 PPI: -3; C-LANA FP: -1.4; HTR5A inv ag: 6; V-ATPase pHluor: 2; OPRM1-OPRD1 ag: -0.7; RTF Ca sens act: 3

What do the screens show for `Cc1cc(NC(=O)COC(=O)[C@@H](NS(=O)(=O)c2ccccc2)C(C)C)no1`?
RTF Ca sens inh: 5; OPRM1-OPRD1 inv: 13; HTR5A ag: 11; Keap1-Nrf2 PPI: 2; C-LANA FP: 0.3; HTR5A inv ag: -22; V-ATPase pHluor: 0; OPRM1-OPRD1 ag: -2.5; RTF Ca sens act: -3

What do the screens show for `COc1ccc(Cl)cc1-n1c(C)cc(C=O)c1C`?
RTF Ca sens inh: -1; OPRM1-OPRD1 inv: 12; HTR5A ag: 2; CAL-PDZ inh HTS: 2; Keap1-Nrf2 PPI: -7; C-LANA FP: 1.3; HTR5A inv ag: -4; V-ATPase pHluor: -3; OPRM1-OPRD1 ag: -2.5; RTF Ca sens act: -6

What do the screens show for `Clc1cccc(/C=N/N2CCN(Cc3ccccc3)CC2)c1`?
RTF Ca sens inh: -14; OPRM1-OPRD1 inv: -15; HTR5A ag: 10; CAL-PDZ inh HTS: 10; Keap1-Nrf2 PPI: 3; C-LANA FP: 0.0; HTR5A inv ag: -3; V-ATPase pHluor: 14*; OPRM1-OPRD1 ag: 2.8; RTF Ca sens act: 0

What do the screens show for `COC(=O)c1sccc1NC(=O)CC1C(=O)NCCN1C(=O)c1ccccc1` (stereo unspecified)?
RTF Ca sens inh: 1; OPRM1-OPRD1 inv: 15; HTR5A ag: 4; CAL-PDZ inh HTS: -8; Keap1-Nrf2 PPI: 1; C-LANA FP: -2.0; HTR5A inv ag: 4; V-ATPase pHluor: -6; OPRM1-OPRD1 ag: -2.8; RTF Ca sens act: 0

Rows are unselected. Share with any hit: about 2.8%.
